High-throughput results as filed in PubChem BioAssay.
MITF primary: human MITF inhibition, primary screen; O75030; AlphaScreen MITF homodimerization, bead proximity signal; inhibition, % at 2.6 µM; actives 0.91% (n = 650,000); AID 1259374; in the data active = inhibition above about 50%;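 also: 0% = vehicle wells with protein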
Target sequence (O75030 whole entry, looked up): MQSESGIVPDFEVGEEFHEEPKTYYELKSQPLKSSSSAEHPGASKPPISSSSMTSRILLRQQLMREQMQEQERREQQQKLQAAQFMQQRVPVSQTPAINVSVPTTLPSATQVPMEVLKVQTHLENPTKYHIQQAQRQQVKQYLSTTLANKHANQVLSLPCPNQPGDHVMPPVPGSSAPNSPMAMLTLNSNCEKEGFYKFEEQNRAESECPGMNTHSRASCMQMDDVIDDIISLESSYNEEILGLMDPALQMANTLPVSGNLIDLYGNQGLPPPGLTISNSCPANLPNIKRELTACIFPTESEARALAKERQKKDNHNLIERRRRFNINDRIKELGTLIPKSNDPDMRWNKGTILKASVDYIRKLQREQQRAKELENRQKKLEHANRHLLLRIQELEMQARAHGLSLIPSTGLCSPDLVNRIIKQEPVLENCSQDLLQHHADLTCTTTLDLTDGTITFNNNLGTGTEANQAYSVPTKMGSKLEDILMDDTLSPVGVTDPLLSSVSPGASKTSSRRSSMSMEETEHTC
TEAD-YAP inh: TEAD-YAP interaction inhibition; HEK-TIYL cells, TEAD-Gal4/YAP UAS-luciferase luminescence; inhibition, % at 9.12 µM; actives 1.4% (n = 640,000); AID 1259422; in the data active = inhibition above about 32%;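 also: 0% = median of test compound wells and 100% = reference inhibitor wells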
GPR151 ag: human GPR151 activation. PathHunter beta-arrestin GPR151 cells, luminescence. actives 1% (n = 650,000). Q8TDV0. activation, % at 11.2 µM; in the data active = activation above about 4.9%;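 also: 0% = median of compound wells and 100% = cells with positive control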
Target sequence (Q8TDV0 whole entry, looked up): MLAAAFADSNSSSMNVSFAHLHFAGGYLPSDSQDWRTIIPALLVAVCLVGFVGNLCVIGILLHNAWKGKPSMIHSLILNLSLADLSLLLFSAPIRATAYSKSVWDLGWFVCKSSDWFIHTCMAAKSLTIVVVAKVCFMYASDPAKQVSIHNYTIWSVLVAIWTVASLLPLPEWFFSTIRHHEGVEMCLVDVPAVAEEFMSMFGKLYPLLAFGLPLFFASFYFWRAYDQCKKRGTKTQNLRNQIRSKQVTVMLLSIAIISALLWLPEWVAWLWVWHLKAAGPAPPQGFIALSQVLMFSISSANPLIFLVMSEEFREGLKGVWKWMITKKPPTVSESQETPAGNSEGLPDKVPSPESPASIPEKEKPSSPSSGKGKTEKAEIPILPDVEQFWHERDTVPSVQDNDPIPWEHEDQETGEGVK
FBW7 act: activators of human E3 ligase FBW7; AlphaScreen FBW7–phospho-cyclin E peptide binding, activator screen; actives 0.13% (n = 650,000); AID 1259310; normalized activity (activation), % at 26.1 µM; Q969H0; in the data active = normalized activity above about 1.9%;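 also: purified mutant Fbw7 with reduced substrate affinity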
The depositor's hits bear a star; & = joins results of further samples.

SMILES	MITF primary	TEAD-YAP inh	GPR151 ag	FBW7 act
O=C(NCCCO)c1c(O)c2c([nH]c1=O)CCCC2	-0.7	-6.1	2.7	-0.1
CCOCCCN1C(=O)CCC1CCNCc1cccc(C(F)(F)F)c1 (stereo not given)	0.8	-2.9	0.2	0.0
O=C(NCc1nc(-c2ccncc2)n[nH]1)c1cc2cccnc2s1	10.1	9.3	-0.6	-0.4
Cc1ccc(NC(=O)N2CCN(S(=O)(=O)C3CC3)CC2)cc1C	-12.1	-9.9	0.8	0.0
CCOc1ccc(/C=C(/C#N)c2ccc3c(c2)OCO3)cc1	-0.4	14.7	-1.2	0.2
Cc1[nH]nc2c1C1(C(=O)Nc3ccc(Cl)cc31)C(C#N)=C(N)O2 (stereo not given)	1.8	-12.9	0.1	-0.2
CCOc1ccccc1NC(=O)CSc1nc(C)cc(C)n1	2.7	-9.6	-0.1	-0.1
O=C1Nc2cc(C(=O)N3CCN(c4ccc(F)cc4)CC3)ccc2NC1CS(=O)(=O)Cc1ccc(F)cc1 (stereo not given)	13.7	14.2	0.6	0.1
CCC(=O)Nc1nc2ccc3sc(C)nc3c2s1	-3.5	21.7	1.6	0.0
CCC1(C)N=C(c2ccc3c(c2)OCO3)CC(c2ccccc2O)N1 (stereo not given)	15.1	-56.9	-3.6	0.0
CCN(CC)c1ccc(/C=N/NC(=O)C(=O)Nc2cccc(C(=O)O)c2)cc1	-0.4	4.3	-0.7	0.4
Cc1ccc(/C=C(/C#N)C(=O)Nc2sc3c(c2C(N)=O)CCCC3)o1	11.3	-15.2	0.2	0.2
CCOC(=O)CNC(=S)Nc1ccc(F)cc1	15.6	6.6	0.3	0.2
Cc1onc(-c2ccccc2Cl)c1C(=O)Nc1nc(-c2ccc([N+](=O)[O-])cc2)cs1	16.9	11.2	0.5	-0.1
O=C(CSc1ncn[nH]1)C1CC1	-2.5	1.1	0.9	-0.1
COc1cccc2sc(=NC(=O)Cc3cccc4ccccc34)n(C)c12	4.5	16.7	-0.8	-0.1
Cc1ccc(C(=O)C2CCN(CC(=O)Nc3cccc(C(=O)O)c3)CC2)cc1	-7.4	4.7	0.2	-0.1
O=C(O)CCC(=O)N(c1ccccc1)c1ccccc1	-5.0	0.0	-0.5	0.1
COc1ccc(/C=C/C(=O)N2CCN(Cc3ccc4c(c3)OCO4)CC2)cc1OC	-10.9	3.7	0.6	0.6
CC(C)CNC1=C(C(=S)Nc2ccccc2)C(=O)CC(C)(C)C1	19.6	-14.5	1.0	0.8
O=C(COc1ccccc1)NCC(=O)N/N=C/c1cccc(Br)c1	23.8	4.0	-1.2	0.1
COc1ccc(C2CC(C(F)(F)F)n3ncc(C(=O)N4CCOCC4)c3N2)cc1 (stereo not given)	6.7	4.6	0.7	0.0
CCOc1cccc(/C=C2\SC(=O)N(Cc3ccccc3)C2=O)c1O	1.0	4.5	4.2	-0.1
NC(=NC(=O)c1ccccc1)c1c(O)[nH]c(=O)[nH]c1=O	-8.5	0.2	0.8	0.0
C[C@@H](O)[C@@H]1NC(=O)[C@H]2CN(Cc3ccc(Cl)s3)CCN2C1=O	-1.6	2.1	0.7	-0.1
CCOc1ccc(-c2cc(C(=O)NCc3ccc(Cl)c(Cl)c3)c3ccccc3n2)cc1	6.8	0.7	0.8	0.1
CC1(C)CC(=O)C=C(Nc2ccc3ccccc3c2)C1	-12.4&-5.2	-22.2&-31.0	-0.2&0.0	-0.9&1.2
O=C(CC1Sc2ccc(C(F)(F)F)cc2NC1=O)Nc1ccc(N2CCCCC2)cc1 (stereo not given)	-0.3	-6.5	-1.7	0.0
CCOc1ccc(N(CC(=O)NCCSCc2ccco2)S(C)(=O)=O)cc1	-8.7	3.8	1.8	0.1
Cc1ccccc1Cc1c(C)nc2c(C(=O)NCC3CCCO3)cnn2c1C (stereo not given)	9.7	-11.2	-2.8	0.4

Full records, looked up by structure.
`Cc1onc(-c2ccccc2Cl)c1C(=O)Nc1nc(-c2ccc([N+](=O)[O-])cc2)cs1` is listed as MITF primary: 16.9; TEAD-YAP inh: 11.2; GPR151 ag: 0.5; FBW7 act: -0.1
`O=C(NCc1nc(-c2ccncc2)n[nH]1)c1cc2cccnc2s1` is listed as MITF primary: 10.1; TEAD-YAP inh: 9.3; GPR151 ag: -0.6; FBW7 act: -0.4

Following part:
SMILES	MITF primary	TEAD-YAP inh	GPR151 ag	FBW7 act
COc1cc(NC(=O)c2onc(C)c2Cl)cc(OC)c1OC	8.4	9.2	3.0	0.0
CC(=O)Nc1cccc(NC(=O)CNC(=O)Cn2cnc3sc(C)c(C)c3c2=O)c1	18.2	-6.2	1.7	0.2
COc1ccc(/C(N)=C/C(=O)OC(C)(C)C)cc1	19.3	-9.9	0.5	0.1
CC(=O)Nc1ccc(N=NN2CCOCC2)cc1	7.9	-19.6	0.4	-0.5
CC(=O)/C=C/c1ccc(C)o1	-4.3	6.4	-1.4	-0.1
Cc1ccc2cc3c(NCc4cccs4)n[nH]c3nc2c1	-3.1	-71.4	-0.8	0.5
O=c1[nH]c(NC2CCN(S(=O)(=O)c3ccc(C(F)(F)F)cc3)CC2)nc2c1CCC2	-11.7	-5.1	-0.9	0.6
COCCSc1nnc(CCNC(=O)/C=C/c2ccccc2Cl)n1C	9.2	1.8	-1.6	0.0
CCSC1=C(C#N)C(c2ccc(C)o2)C(C(=O)Nc2ccccc2OC)=C(C)N1 (stereo not given)	2.9	-7.0	1.0	-0.1
N=c1n(CCOc2ccccc2)c2ccccc2n1Cc1ccccc1	8.6	2.3	0.8	-0.2
COCCn1cnc2sc(C(=O)Nc3ccc(Cl)cn3)c(C)c2c1=O	8.1	-11.0	0.1	0.1
COc1cccc(/C=N\NC(=O)c2ccc(=O)[nH]n2)c1OC	-5.4	-1.3	2.8	0.1
O=C(COc1ccccc1C(=O)NC12CC3CC(CC(C3)C1)C2)NCc1ccco1	3.4	3.8	0.5	0.1
CCC(Sc1nc2c(sc3ccccc32)c(=O)n1CCCOC)C(=O)NC1CCCC1 (stereo not given)	-12.0	6.9	2.7	-0.1
COCCNC(=O)COc1cccc(C)c1	3.8	-8.6	4.0	0.0
CCOc1ccc(/C=C2N=C(/C=C/c3ccc(Cl)cc3Cl)OC\2=O)cc1	8.4	2.1	-0.4	0.0
COC(=O)c1ccc(NS(=O)(=O)/C=C/c2ccccc2)cc1	-14.6	-5.9	1.9	-0.1
N#Cc1ccc(NC(=O)c2ccno2)cc1	-12.0	-1.8	0.5	-0.2
Cc1ccc(-c2nc(Nc3ccc(F)cc3Cl)c3ccccc3n2)cc1	5.7	-4.1	-0.9	0.0
COC(=O)c1cccc(NC(=O)c2ccc[n+](C)c2)c1	-2.6	-3.1	-0.2	0.0
COc1ccccc1N1C(=O)NC2CC1(C)Oc1ccc(Br)cc12 (stereo not given)	2.1	3.8	0.3	0.0
COc1ccccc1N1CCN(C(=O)COc2ccc3c(c2)C(=O)CC3)CC1	3.0	14.3	3.6	0.0
Cc1ccc(OCC(=O)Nc2sc3c(c2C(N)=O)CCCC3)c(C)c1	-2.6	-5.9	1.0	-0.1
CC(=O)CSc1nnc(Cc2ccccn2)o1	6.1	-3.1	-0.9	-0.1
COC(=O)N(NC(=O)C(O)(c1ccccc1)c1ccccc1)c1ccccc1	16.5	10.3	-2.5	0.0
CC(CN(C)C)CN1c2ccccc2S(=O)(=O)c2ccccc21 (stereo not given)	13.0	-2.1	-1.6	0.3
O=C(COc1ccccc1)OCN1C(=O)c2ccccc2C1=O	7.7	8.1	0.1	-0.1
CN1CC=C2C(C(=O)O)=C(N)C(C#N)(C#N)C(c3ccncc3)C2C1 (stereo not given)	-2.3	-10.7	-0.1	-0.1
Cc1ncc2c(c1CNC(=O)CN1CCCC1)CCN(C(=O)Cc1cscn1)C2	18.5	2.1	-0.2	0.2
Cc1ccc(S(=O)(=O)N2CCN(C3CCN(Cc4ccccc4)CC3)CC2)cc1	1.9	13.0	-0.8	0.1

Later entries:
SMILES	MITF primary	TEAD-YAP inh	GPR151 ag	FBW7 act
Cc1cc(-n2c(SCc3cccc(Cl)c3)nc3ccsc3c2=O)ccc1Cl	-8.4	-7.9	0.0	-0.2
C=CCOc1ccccc1/C=C/c1[nH]c(=O)[nH]c(=O)c1[N+](=O)[O-]	-10.2	2.6	-0.4	-0.2
COc1ccc(-c2nc(C(N)=O)c3[nH]c(=O)n(-c4ccc(Cl)cc4)c3n2)c(OC)c1	9.4	5.9	2.4	0.3
CN1CCC(N2CCC(C(=O)O)CC2)CC1	-3.5	4.6	0.8	0.3
CCN(CC)CCSc1ccc(-c2ccccc2)nn1	-6.3	-28.5	-3.7	-0.2
O=C1N=c2ccccc2=C1c1c(O)n(Cc2ccccc2)c2ccccc12	18.6	3.4	3.2	0.0
O=C(O)C1CC(O)CN1S(=O)(=O)c1ccc(Cl)cc1 (stereo not given)	11.7	3.0	1.0	0.4
CCN1CCN(C(CC(C)C)c2nnnn2C(C)C)CC1 (stereo not given)	1.2	2.2	0.5	0.0
COC(=O)N/N=C/c1c(C)nn(-c2cccc(Cl)c2)c1Cl	5.1	12.4	0.9	0.2
COC(=O)c1ccc(N2C(=O)CC(N3CCN(C(=O)c4ccccc4F)CC3)C2=O)cc1 (stereo not given)	-7.3	-4.6	0.6	-0.1
CCOC(=O)C1=C(C)NC(C)=C(C(=O)OCC)C1c1cn(-c2ccccc2)nc1-c1ccc(F)cc1	-0.3	-5.2	2.3	0.3
COc1ccc(-c2cccc3ccc(N4CCN(C(=O)c5ccco5)CC4)nc23)c(OC)c1	12.4	9.0	0.3	0.5
CCCC(C)c1nnc(NC(=O)c2ccc([N+](=O)[O-])cc2Cl)s1 (stereo not given)	-1.6	-9.9	-1.2	-0.2
CN(C)/C=N/c1nnc(SCC(=O)Nc2ccc(Cl)c(Cl)c2)s1	-0.9	1.8	-1.1	0.0
CC(CNC(=O)C12CC3CC(CC(C3)C1)C2)CN(C)C (stereo not given)	-4.8	-6.0	2.4	-0.1
O=C(COc1ccc(=O)n(-c2ccccc2)n1)NC1CC1	3.1	-0.3	3.6	-0.1
Cc1ccc(-n2nc(C)c3c(C)c(CCC(=O)NCCN4CCOCC4)c(C)nc32)cc1C	-9.8	-1.8	0.8	0.1
O=C(CSc1nnc2ccccn12)c1ccc[nH]1	9.1	-2.5	-0.3	0.0
COc1ccc(C2C(C(=O)Nc3cccc(F)c3)=C(C)NC3=C2C(=O)CC(C)(C)C3)c(OC)c1 (stereo not given)	-0.3	14.8	1.2	0.3
Cc1cccc(CN2CCN3C(=O)[C@@H]4C[C@@H](O)CN4C(=O)[C@H]3C2)c1	-11.8	-3.3	-0.2	0.2
O=C(Nc1ccc(Cl)cc1)c1nn2c(c1Cl)NC(c1ccccc1)CC2C(F)(F)F (stereo not given)	-9.3	-16.9	0.2	-0.2
CCCCN(CC)S(=O)(=O)c1ccc(C(=O)Nc2sc3c(c2C(=O)OCC)CC(C)(C)NC3(C)C)cc1	-10.6	0.4	0.1	-0.1
Cc1ccsc1CN1CCN2C(=O)[C@H]([C@@H](C)O)NC(=O)[C@H]2C1	8.7	5.4	1.0	-0.1
O=C(NCc1ccc(F)cc1)C(c1cccnc1)N(C(=O)c1csnn1)C1CCCC1 (stereo not given)	2.4	-13.6	-0.5	0.0
CCN(CC)C(C)C(=O)N1c2ccccc2Sc2ccccc21 (stereo not given)	2.1	-4.2	1.5	0.0
COCCNC(=O)CN(Cc1ccccc1)S(=O)(=O)c1ccccc1	12.0	2.9	-1.2	0.8
COc1ccc(N2C(=O)C3CC=CC(C)C3C2=O)cc1Cl (stereo not given)	10.3	4.7	1.9	0.1

An excerpt of these results, as labelled records.
canonical_smiles: O=C(COc1ccc(=O)n(-c2ccccc2)n1)NC1CC1
  MITF primary: 3.1	TEAD-YAP inh: -0.3	GPR151 ag: 3.6	FBW7 act: -0.1
canonical_smiles: Cc1ccc(-n2nc(C)c3c(C)c(CCC(=O)NCCN4CCOCC4)c(C)nc32)cc1C
  MITF primary: -9.8	TEAD-YAP inh: -1.8	GPR151 ag: 0.8	FBW7 act: 0.1
canonical_smiles: O=C(CSc1nnc2ccccn12)c1ccc[nH]1
  MITF primary: 9.1	TEAD-YAP inh: -2.5	GPR151 ag: -0.3	FBW7 act: 0.0
